High-throughput results deposited in PubChem by several laboratories.
NR1D1 modulator: Rev-erb alpha (human) modulation | Rev-erbα–FITC-DNA binding, fluorescence polarization, 90 min | activity, % at 10 µM | hit rate 0.79% among 370,000;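 active means activity above about 14%, limit read from the data; passing the limit was not always enough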;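 further: 0% = DMSO wells with 35 nM protein and 100% = DMSO wells with 750 nM protein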
Target sequence (P20393 whole entry, looked up): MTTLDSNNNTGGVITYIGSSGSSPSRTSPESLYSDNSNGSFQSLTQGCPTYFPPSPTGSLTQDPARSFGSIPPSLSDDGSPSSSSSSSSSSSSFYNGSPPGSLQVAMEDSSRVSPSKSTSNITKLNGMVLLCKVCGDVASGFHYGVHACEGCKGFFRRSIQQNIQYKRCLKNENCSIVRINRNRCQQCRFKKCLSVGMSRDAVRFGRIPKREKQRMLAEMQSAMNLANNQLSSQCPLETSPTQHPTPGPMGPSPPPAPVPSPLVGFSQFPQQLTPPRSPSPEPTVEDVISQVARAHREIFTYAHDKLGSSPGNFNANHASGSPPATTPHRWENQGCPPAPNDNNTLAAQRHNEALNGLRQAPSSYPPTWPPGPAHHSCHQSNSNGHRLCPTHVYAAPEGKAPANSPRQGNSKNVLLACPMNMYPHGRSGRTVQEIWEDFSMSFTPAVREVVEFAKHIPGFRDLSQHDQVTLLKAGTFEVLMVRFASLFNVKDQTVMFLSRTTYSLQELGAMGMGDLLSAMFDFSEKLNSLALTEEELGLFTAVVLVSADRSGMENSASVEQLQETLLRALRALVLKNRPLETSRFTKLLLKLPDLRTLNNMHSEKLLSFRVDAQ
SMARCA2 activ: increases SMARCA2 function in MMTV reporter cells | activation, % at 9.1 µM | hit rate 1% among 370,000 | MG213 cells, MMTV-luciferase reporter, dexamethasone, overnight; in the data active means activation above about 7.8%;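 further: 0% = vehicle wells and 100% = reference activator wells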
hcDAF12 agonist: H. contortus DAF-12 activation, primary screen | hit rate 1.4% among 370,000 | HEK293 hcDAF-12 lit1-tk-luc reporter, luminescence; 0% DMSO, 100% Δ7-dafachronic acid | activation, % at 6.8 µM;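 active means activation above the mean of all tested compounds plus 3 SD, cut at about 5.5% in these data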;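 further: 100% = response to 3 µM Δ7-dafachronic acid high control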
PLC-beta3 inh: blocks human PLC-beta3 enzyme activity. Q01970. Purified PLC-beta3, fluorogenic substrate, fluorescence. inhibition, % at 12.2 µM. hit rate 0.18% among 370,000; in the data active means inhibition above about 11%;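 further: 0% = median of compound wells on plate and 100% = full blocker control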
sPLA2-III inh: Blocks human group III sPLA2 activity; Q9NZ20; QFRET BODIPY PC-A2 liposome hydrolysis, fluorescence; inhibition, % at 12.2 µM; hit rate 0.56% among 370,000;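 active means inhibition above mean plus 3 SD of compounds lying within the high and low control bounds, cut at about 19% in these data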;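 further: 0% = median of test compound wells and 100% = no enzyme DMSO wells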
PG9 binder: PG9 antibody binding by small molecule. TR-FRET gp120-PG9 antibody binding. inhibition, % at 6.7 µM. hit rate 0.43% among 360,000. AID 624416; in the data active means inhibition above about 8.5%
ssDAF-12 act: S. stercoralis DAF-12 activation, primary screen; hit rate 1% among 370,000; activation, % at 6.8 µM; HEK293 ssDAF-12/GRIP1 lit1-tk-luc reporter, luminescence; % of 3 µM dafachronic acid response;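 active means activation above the mean over all tested compounds plus 3 SD, cut at about 0.9% in these data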;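 further: 0% = DMSO-only wells and 100% = 3 µM delta7-dafachronic acid wells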
DAX1 inh-1: inhibitors of DAX1 repression of SF-1 activated StAR promoter; inhibition, % at 6.8 µM; HEK293T StAR-luciferase reporter, SF-1/DAX-1 repression relief; hit rate 1.1% among 370,000; AID 652010;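 active means inhibition above the mean over all tested compounds plus 3 SD, cut at about 3.6% in these data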;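 further: 0% = DAX-1 cells with DMSO and 100% = cells lacking DAX-1 with DMSO; higher inhibition means more luminescence from relief of DAX-1 repression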
GAA850 FXN act: activators of GAA850 frataxin (FXN) promoter; HEK293 lucGAA850 FXN promoter luciferase reporter, 24 h; percent of 10 µM SAHA response; activation, % at 6 µM; hit rate 0.56% among 360,000; AID 540364;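 active means activation above the average of all compounds screened plus 3 SD, cutoff fixed separately per campaign, cut at about 7.5% in these data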;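 further: 0% = DMSO wells and 100% = 10 µM SAHA wells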
DAX1 inh-2: inhibitors of human orphan nuclear receptor DAX1 (NR0B1) | P51843 | HEK293 Gal4-DAX1 luciferase reporter, luminescence | inhibition, % at 6.75 µM | hit rate 0.99% among 340,000 | AID 504766;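 active means inhibition above the mean over all tested compounds plus 3 SD, cut at about 4.2% in these data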;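 further: 0% = DAX1-transfected cells with DMSO and 100% = empty-vector control cells with DMSO; inhibition shows as a rise in luminescence from relieved DAX1 repression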
Target sequence (P51843 207-470 limits assumed): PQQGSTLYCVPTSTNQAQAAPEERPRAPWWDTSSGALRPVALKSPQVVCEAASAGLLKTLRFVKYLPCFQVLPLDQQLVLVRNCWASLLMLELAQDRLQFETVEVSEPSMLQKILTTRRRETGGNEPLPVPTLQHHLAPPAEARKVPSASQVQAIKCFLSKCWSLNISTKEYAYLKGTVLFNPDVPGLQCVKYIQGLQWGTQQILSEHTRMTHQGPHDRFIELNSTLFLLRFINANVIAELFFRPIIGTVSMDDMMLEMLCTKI
hgDAF12 agonist: agonists of H. glycines DAF-12 nuclear receptor. HEK293 GAL4-hgDAF12 UAS-luciferase reporter, agonist luminescence; normalized to butyrate control. activation, % at 6.8 µM. hit rate 1.8% among 370,000. AID 687014;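 active means activation above a cutoff set at the mean of all screened compounds plus 3 SD, cut at about 10% in these data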;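 further: 0% = DMSO wells and 100% = sodium butyrate wells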
The depositor's hits bear a star; · = not tested or not shown. Rows were taken by chance, and some 7% of all compounds hit somewhere here.

#	smiles	NR1D1 modulator	SMARCA2 activ	hcDAF12 agonist	PLC-beta3 inh	sPLA2-III inh	PG9 binder	ssDAF-12 act	DAX1 inh-1	GAA850 FXN act	DAX1 inh-2	hgDAF12 agonist
1	O=C(Nc1ccccn1)C1CCCN1S(=O)(=O)c1ccc(Cl)cc1 (stereo not drawn)	-1	-3	-0.5	-7	4	-0.1	-1.0	-1.2	0.3	1.0	-3.1
2	O=C(Nc1ncccc1O)c1cccc(S(=O)(=O)NCc2ccccc2)c1	1	-1	0.4	-6	-17	-4.0	-0.2	1.1	0.4	-2.0	0.0
3	Cc1sc2nc(SCC(=O)Nc3ccccc3F)[nH]c(=O)c2c1C	11	-2	-0.6	-8	-4	8.7*	-0.9	-0.4	-0.6	0.2	-0.5
4	CN1CCN(CC(=O)Nc2nc(-c3c[nH]c4ccccc34)cs2)CC1	-1	5	1.7	-8	-9	-2.9	-0.3	1.8	-0.6	1.4	4.1
5	CC(=O)c1cccc(NC(=O)NCc2ccco2)c1	-2	0	0.1	-2	0	-2.9	-1.6	-0.7	1.8	-0.4	2.7
6	Cc1ccc(N=Nc2c(N)nn3c(N)c(C#N)c(C)nc23)cc1	-32	-1	-0.2	-4	-4	-1.0	-1.0	0.7	0.0	2.1	1.7
7	O=C(OCc1nnc(-c2ccccc2)o1)c1ccc(Br)o1	2	-2	-0.1	-6	-7	0.1	-0.8	1.5	2.4	-0.5	1.6
8	Cn1ncc([N+](=O)[O-])c1C(=O)Nc1cccc(Cl)c1	0	-2	-1.4	-9	6	0.0	-1.4	-0.1	-0.2	1.9	-2.1
9	COc1cccc(Cn2c(=O)ccc3ccccc32)c1	2	1	2.8	-2	8	0.4	-2.1	-0.4	2.4	0.5	-0.7
10	COc1ccc(Cl)cc1S(=O)(=O)N(C)CC(=O)N1CCOCC1	-1	1	-0.6	-7	5	-0.5	-0.6	-0.2	2.6	0.2	-2.2
11	CCn1c(-c2cc(Br)cc(OC)c2O)nc2cc(S(=O)(=O)N(C)C)ccc21	2	-1	-0.7	-48	-7	-0.1	-1.7	-0.2	-2.4	1.5	-0.1
12	CCOCCCNC(=O)c1ccc2c(=O)n(Cc3ccc4c(c3)OCO4)c(=S)[nH]c2c1	3	-1	-1.4	-1	6	-1.5	-1.8	-1.0	-0.7	0.4	0.6
13	CC1=C(C#N)C(=O)NC(=O)/C1=C\c1ccc(-c2ccc(C)cc2[N+](=O)[O-])o1	2	1	-0.3	-35	-6	-0.2	-0.6	-0.5	-0.7	-0.5	0.1
14	O=C(c1nnsc1S(=O)(=O)c1ccc(Cl)cc1)N1CCOCC1	-1	-13	-2.1	7	-1	-1.8	-1.2	-2.2	-13	-1.5	-1.4
15	Cn1c(-c2ccc(F)c(F)c2)cc2onc(-c3ccccc3)c2c1=O	4	8	4.3	-3	6	1.2	-0.2	2.0	3.2	3.7	12*
16	S=C(c1ccc(Br)cc1)N1CCCC1	-6	2	0.7	0	0	-3.3	-1.3	0.0	0.3	1.2	-1.4
17	Cc1ccccc1CSCC(=O)Nc1ccccc1-c1ccccc1	5	-5	0.0	0	9	-1.1	-0.2	-0.3	1.8	-1.5	0.4
18	Cc1c(C(=O)NCc2ccc(C#N)cc2)sc(=O)n1Cc1ccccn1	0	-2	-2.0	-3	7	-0.5	-1.4	-0.6	-0.5	·	-4.8
19	CC(=O)N1CCc2cc(NC(=O)c3ccc(C)cc3)ccc21	-2	2	1.9	0	3	1.5	-1.2	1.8	3.5	-1.0	11*
20	Cc1nc(CC(=O)O)c(-c2ccccc2)s1	6	-3	-0.1	1	3	-1.0	-0.4	-0.4	-1.7	-0.3	-0.4

#	smiles	NR1D1 modulator	SMARCA2 activ	hcDAF12 agonist	PLC-beta3 inh	sPLA2-III inh	PG9 binder	ssDAF-12 act	DAX1 inh-1	GAA850 FXN act	DAX1 inh-2	hgDAF12 agonist
21	CCC(Oc1ccccc1)C(=O)N(Cc1ccccc1)c1ccccn1 (stereo not drawn)	-5	0	-3.5	5	-4	-1.3	-1.0	-0.5	1.7	-1.5	1.2
22	C[C@H]1CN([C@@H](C)CO)S(=O)(=O)c2ccc(Br)cc2O[C@H]1CN(C)S(=O)(=O)c1ccccc1F	-3	-1	-0.3	1	-1	0.5	-0.6	0.0	-0.7	1.6	2.6
23	Cc1cc(C(=O)N/N=C/c2cccs2)no1	-5	0	-0.5	-1	-4	-1.6	0.2	-0.6	-0.8	-0.2	0.4
24	Cc1ccc(C2CC(c3ccccc3OC(F)F)Nc3ncnn32)cc1 (stereo not drawn)	-3	2	-1.1	3	1	-1.2	-0.8	-0.2	2.0	5.3*	0.6
25	O=C(CSc1nnc(NC(=O)C2CC2)s1)NCc1ccccc1Cl	-1	-2	-2.5	-5	-2	-2.5	-1.0	0.9	-0.9	-0.6	0.7
26	CN1CCC(N(C)S(=O)(=O)c2ccc(NC(=O)COc3cccc(C(F)(F)F)c3)cc2)CC1	0	-1	-0.3	4	-28	0.6	-1.0	1.1	2.6	1.9	0.2
27	CCCNC(=O)C1(C)CCN(C(=O)c2cccc(C(F)(F)F)c2)C1 (stereo not drawn)	1	-4	0.3	0	0	-1.1	-0.7	-0.7	2.0	·	2.1
28	c1ccc(-c2cn(CC3CCCCC3)nn2)cc1	-2	5	1.9	3	1	-0.3	-0.1	0.2	2.7	2.0	10
29	Cc1ccc(CNC(=O)C2CC(c3ccc(C(F)(F)F)cc3)=NO2)o1 (stereo not drawn)	-2	-1	-0.4	-1	1	-1.4	-0.7	-0.1	-0.5	1.2	1.6
30	CCC(Oc1ccccc1)C(=O)NCCOC (stereo not drawn)	6	-3	-1.1	5	21*	-0.3	-0.8	-0.3	1.1	0.1	0.2
31	CCOC(=O)C1=C(C)Nc2nc3ccccc3n2C1c1ccccc1 (stereo not drawn)	-4	-2	0.5	0	2	1.5	-0.7	0.4	-1.4	5.4*	0.5
32	COc1cc(-c2nnc(NC(=O)CS(=O)(=O)c3ccc(C)cc3)o2)cc(OC)c1OC	3	-1	-1.0	-5	5	-2.4	-0.6	0.4	-1.8	1.5	-2.3
33	CCCCN1C(=O)N(C)C2NC(=S)NC21 (stereo not drawn)	5	-5	0.9	-5	8	0.3	-0.5	-0.3	2.7	·	-0.1
34	O=C(CSc1nnc(SCc2cccc3ccccc23)s1)Nc1ccc(Oc2ccccc2)cc1	4	-7	-2.6	6	-1	·	-1.8	-0.4	·	·	4.2
35	Cc1n[nH]c(C)c1CCc1nc2c3ccccc3nc(SCC(N)=O)n2n1	-8	2	-1.6	1	-1	-3.1	-1.0	-0.5	0.9	0.5	0.7
36	Cn1c(=O)c2c(nc(N3CCN(c4ccccn4)CC3)n2Cc2ccc(Cl)cc2Cl)n(C)c1=O	-2	0	-0.6	7	10	0.4	-0.6	0.8	1.2	0.2	1.0
37	O=C(N/N=C\c1cn(-c2ccccc2)nc1-c1ccccc1)c1ccc2c(c1)OCO2	1	0	0.9	1	-5	-2.2	-1.3	-0.1	0.6	0.1	1.6
38	Cc1cccc(NCc2ccc(O)c3ncccc23)c1C	1	-2	-1.4	-2	10	-1.7	-0.7	-0.4	0.0	·	-1.0
39	CC(=O)N(C1=C(Cl)C(=O)c2ccccc2C1=O)c1ccc(C(=O)O)cc1	0	-1	0.3	-21	-1	-1.3	-0.3	-0.2	0.1	-0.5	3.0
40	Cc1cccc(/C=C2\CS/C(=C\c3cccc(C)c3)C2=O)c1	-1	-1	-0.7	-1	-7	-0.5	-1.3	-0.2	2.0	0.8	2.1

#	smiles	NR1D1 modulator	SMARCA2 activ	hcDAF12 agonist	PLC-beta3 inh	sPLA2-III inh	PG9 binder	ssDAF-12 act	DAX1 inh-1	GAA850 FXN act	DAX1 inh-2	hgDAF12 agonist
41	O=c1[nH]c(C2CCCN(S(=O)(=O)c3ccccc3)C2)nc2c1nnn2Cc1ccccc1Br (stereo not drawn)	0	0	-0.4	-5	-11	0.3	-1.2	-0.2	2.8	-0.6	-2.3
42	Cc1nc(SCC(=O)c2ccccc2)n[nH]1	2	0	-1.3	4	-6	0.6	-0.4	0.2	2.6	-0.7	3.0
43	COC(=O)c1ccc(CSc2ccc(S(=O)(=O)N3CCCCC3)cn2)cc1	4	0	-0.5	2	2	0.9	-0.2	-1.2	2.0	-0.5	0.4
44	COC(=O)C[C@H]1CC[C@H]2[C@H](COc3ccc(NC(=O)Nc4ccccc4F)cc3C(=O)N2C)O1	2	7.9*	-0.8	2	6	·	-1.3	-0.6	·	·	-1.9
45	Cc1cccc(C)c1OCC(=O)Nc1cccc(C(=O)O)c1	2	7.9*	3.4	0	3	0.6	-0.4	3.8*	6.0	-2.3	10
46	Cc1nn(-c2ccccc2)c2c1c(C)c(CCC(=O)NCC1CCCO1)c(=O)n2C (stereo not drawn)	-1	-4	-1.4	-7	1	-1.0	-1.4	-0.5	-1.4	0.1	0.3
47	NC(=O)COC(=O)Cc1coc2cc3c(cc12)CCC3	-3	-2	-2.3	-315	-2	-0.4	-2.5	1.1	-2.0	0.4	-1.9
48	CCOc1cc(CN2CCN(C(=O)c3cccc4ccccc34)CC2)ccc1OC	1	-2	-3.1	-5	1	2.9	-1.8	-0.1	1.4	-1.7	-4.0
49	CC1CCCCC1NC(=O)COn1nnc2ccc(Cl)cc21 (stereo not drawn)	-1	0	-1.5	0	0	-1.7	-1.4	0.1	1.2	0.5	0.2
50	CS(=O)(=O)N1CCN(c2ccccc2NC(=O)c2cccc3ccccc23)CC1	4	3	-1.6	-1	-11	-2.1	-1.1	-0.5	-2.5	1.2	-1.5
51	O=C(Oc1ccccc1)c1cccc2cccnc12	-1	-4	-2.7	-3	3	1.1	-1.7	0.3	-0.7	-0.1	0.2
52	CCn1c(=O)c(C(=O)NCCc2ccc(OC)c(OC)c2)c(O)c2ccccc21	1	-1	1.1	-7	8	-1.4	-1.3	-0.3	0.2	-1.6	-0.2
